Screening data (PubChem BioAssay)
MC4R ag barr: agonists of human melanocortin 4 receptor (MC4R) beta-arrestin; P32245; U2OS MC4R beta-arrestin complementation, luminescence; percent of melanotan II response, DMSO zero; activation, % at 8.9 µM; 0.98% of 360,000 active;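 active = activation above a per-plate cutoff, the mean activation of sample wells on that plate plus 3 SD, cut at about 8% in these data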
NCOA1 inh: human NCOA1 inhibition; AID 588354; Q15788; 0.12% of 360,000 active; HEK293 GAL4-SRC1 luciferase reporter, luminescence; inhibition, % at 3.6 µM;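 active = inhibition above the campaign mean plus 3 SD, with each screening campaign given its own cutoff, cut at about 60% in these data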;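 note: 0% = DMSO treated cells and 100% = gossypol at 36 µM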
MC4R antag cAMP: blocks human MC4R cAMP signaling; MC4R-expressing cells, MTII-stimulated cAMP, LANCE TR-FRET; 0.48% of 360,000 active; inhibition, % at 6.5 µM; P32245;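 active = inhibition above its plate's cutoff, the mean of tested wells on that plate plus 3 SD, cut at about 29% in these data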;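 note: 0% = Melanotan II alone and 100% = Melanotan II plus saturating MCL0020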
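Assay system: human MC4R-expressing U2OS cells; reagent: Melanotan II stimulation of cells; dosing: 6.5 µM single dose; timing: compound 30 min, challenge 1 h, detection 1 h; signal: TR-FRET cAMP assay; replicates: one well per compound, no replicates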
NOD2-RIPK2 inh: NOD2-RIPK2 protein interaction inhibition | CHO BLA complementation NOD2-RIPK2, CCF4 ratio | inhibition, % at 4.98 µM | 0.38% of 360,000 active | AID 624267; in the data active = inhibition above about 21%;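 note: 0% = vehicle only and 100% = reference blocker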
NR2F2 inh: NR2F2 (human) inhibition, primary screen; inhibition, % at 8.6 µM; AID 686940; 0.7% of 370,000 active; P24468; HEK293T NGFI-A luciferase reporter, luminescence;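 active = inhibition above a per-plate cutoff, mean inhibition of test wells between control levels plus 3 SD, cut at about 38% in these data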;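 note: cells cotransfected with COUP-TFII expression vector driving the NGFI-A reporter; 0% = median of COUP-TF2 test wells and 100% = reporter-only cells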
TLR9-MyD88 block: TLR9-MyD88 interaction inhibition. inhibition, % at 4.98 µM. CHO BLA complementation TLR9-MyD88, CCF4 FRET ratio. AID 504734. Q9NR96+Q99836. 0.21% of 340,000 active;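 active = inhibition above the mean over all tested compounds plus 3 SD, cut at about 21% in these data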;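 note: 0% = DMSO only wells and 100% = clavulanate BLA inhibitor control wells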
NR5A2 inv ag: NR5A2 inverse agonism in reporter assay. O00482. HEK293T StAR-luciferase reporter, LRH-1 transfected, 24 h. inhibition, % at 3.6 µM. 0.13% of 360,000 active;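 active = inhibition above the mean inhibition of all tested compounds plus 3 SD, cut at about 73% in these data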;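 note: 0% = DMSO wells and 100% = reporter-only cells lacking LRH-1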
NCOA3 inh: inhibits human SRC3 coactivator. HEK293 GAL4-SRC3 luciferase reporter, luminescence. inhibition, % at 3.6 µM. AID 588352. Q9Y6Q9. 0.17% of 360,000 active;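 active = inhibition above a per-campaign cutoff, the mean of all compounds plus 3 SD, cut at about 60% in these data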;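 note: 0% = DMSO-treated cells and 100% = gossypol-treated cells at 36 µM; higher means less SRC3-driven luciferase light from the GAL4 reporter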
ABHD5 PLIN5 PPI: ABHD5-PLIN5 protein interaction inhibition | Q00G26+Q8WTS1 | Split G. princeps luciferase complementation, luminescence, 4 h | inhibition, % at 4 µM | 0.78% of 360,000 active;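 active = inhibition above the mean inhibition across every tested compound plus 3 SD, cut at about 22% in these data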;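 note: 0% = DMSO only wells and the 100% control is not disclosed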
Target sequence (Q00G26 whole entry, looked up): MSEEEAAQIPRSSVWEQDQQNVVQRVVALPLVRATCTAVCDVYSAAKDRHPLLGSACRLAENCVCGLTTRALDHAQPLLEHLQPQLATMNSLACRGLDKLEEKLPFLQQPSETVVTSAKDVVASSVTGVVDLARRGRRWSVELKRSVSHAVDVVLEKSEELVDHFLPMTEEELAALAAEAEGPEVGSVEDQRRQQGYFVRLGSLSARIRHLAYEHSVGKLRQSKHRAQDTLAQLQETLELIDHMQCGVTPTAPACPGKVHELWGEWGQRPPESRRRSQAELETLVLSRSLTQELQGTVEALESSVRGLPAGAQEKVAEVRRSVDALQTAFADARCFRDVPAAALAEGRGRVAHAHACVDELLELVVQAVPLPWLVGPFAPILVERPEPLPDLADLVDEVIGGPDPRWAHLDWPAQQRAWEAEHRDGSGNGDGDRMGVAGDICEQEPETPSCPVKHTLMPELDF
Target sequence (Q8WTS1 whole entry, looked up): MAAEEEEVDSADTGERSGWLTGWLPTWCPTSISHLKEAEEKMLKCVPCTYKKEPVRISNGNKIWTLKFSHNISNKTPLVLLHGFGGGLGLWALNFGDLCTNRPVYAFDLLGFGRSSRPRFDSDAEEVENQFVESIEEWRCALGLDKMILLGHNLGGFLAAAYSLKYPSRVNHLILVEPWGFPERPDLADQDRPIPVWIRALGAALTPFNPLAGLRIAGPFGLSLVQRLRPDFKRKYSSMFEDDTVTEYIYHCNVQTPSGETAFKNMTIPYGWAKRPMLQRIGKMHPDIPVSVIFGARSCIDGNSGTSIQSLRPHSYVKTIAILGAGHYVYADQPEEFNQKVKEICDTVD
LMP1 NFkB inh: reduces LMP1-driven NF-kappaB luciferase signal | LMP1-induced NF-kappaB luciferase reporter cells, luminescence | inhibition, % at 12.5 µM | 0.69% of 350,000 active | AID 504558; in the data active = inhibition above about 41%;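 note: 0% = neutral control wells and 100% = reference inhibitor control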
NCOA2 inhibitor: inhibits human steroid receptor coactivator 2 | Q15596 | HEK293 GAL4-SRC2 luciferase reporter, luminescence | inhibition, % at 9 µM | 0.17% of 370,000 active | AID 651957;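 active = inhibition above the mean inhibition of all tested compounds plus 3 SD, set per campaign, cut at about 52% in these data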;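 note: 0% = DMSO treated cells and 100% = cells given Gossypol at 36 µM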
* marks the source's active call; other numbers are inactive results; nt = no result given. This is a subset (hit frequency here may not be typical).

SMILES	MC4R ag barr	NCOA1 inh	MC4R antag cAMP	NOD2-RIPK2 inh	NR2F2 inh	TLR9-MyD88 block	NR5A2 inv ag	NCOA3 inh	ABHD5 PLIN5 PPI	LMP1 NFkB inh	NCOA2 inhibitor
Nc1c(-c2ccc(F)cc2)cnc2ncnn12	-2.8	-6	6	-2	-10	6	-2	-9	3	-12	-9
CC(C)(C)n1nc2c(c1NC(=O)COc1ccc(Cl)cc1)CS(=O)(=O)C2	-1.8	-13	10	-1	16	-6	6	10	4	-1	-10
Cn1ccc2c(N(Cc3ccccc3)Cc3ccccc3)cc3c(c21)C1CCC3C1 (stereo not given)	nt	-1	nt	4	-14	nt	4	-22	-19	nt	-38
Cc1ccccc1P(=O)(CO)c1ccccc1C	-0.4	10	3	-16	8	-11	-12	12	-3	2	-16
COc1ccc(C(C)(NC(C)=O)c2nc(/C=C/c3ccccc3)cs2)cc1 (stereo not given)	0.2	-16	-4	3	0	nt	-3	1	1	nt	-10
CC(C)(C)c1nc(NCC2CCCO2)c2nnn(Cc3ccccc3)c2n1 (stereo not given)	6.1	13	13	-1	25	10	3	0	-4	0	4
ON=C1CCN(c2ncc(C(F)(F)F)cc2Cl)CC1	-0.2	-9	-2	-9	-10	-1	-10	2	5	-10	4
COc1ccccc1NS(=O)(=O)c1ccc2oc(SCc3ccc(C#N)cc3)nc2c1	0.2	-11	9	-2	6	-8	11	22	-1	11	19
O=c1cc(-c2ccccc2)[nH]c2cc(Cl)ccc12	0.6	9	-10	3	7	16	27	3	4	15	3
O=C(O)CSc1c(-c2ccccc2)[nH]c2ccccc12	2.0	2	5	8	12	4	-4	11	-4	2	11
N#Cc1c(-c2ccc(Cl)cc2)c(C#N)c(=O)n(N)c1N	-0.8	-16	9	-1	-4	-3	4	14	0	-6	6
CNC(=S)N(CCN(C)C)Cc1cc2cc3c(cc2[nH]c1=O)OCO3	-1.3	5	1	-79	10	-11	2	-14	-1	4	-15
NCCCCCc1nnc(SCc2cccc(Cl)c2)o1	1.6	0	6	7	-2	0	-8	9	-3	15	21
O=C(c1ccccc1SCc1ccccc1)N1CCCCCC1	-0.3	17	11	-5	7	-3	8	15	-1	-14	0
CC(=O)N1c2ccccc2N=C(c2ccc3c(c2)OCO3)C1C(=O)NCc1ccccc1 (stereo not given)	nt	nt	nt	-6	-20	nt	-55	nt	2	nt	-49
Cc1ccc(-n2cc(CNCCN3CCOC3=O)c(-c3cccc(C)c3)n2)cc1	1.3	-26	10	0	-18	-13	-14	3	8	6	-10
COc1ccc(C2c3c(ncn(CCCN4CCOCC4)c3=N)Oc3ccc4ccccc4c32)cc1OC (stereo not given)	-2.4	-32	6	-5	-16	4	-4	-14	8	-20	-26
CC1(C)CC(NC(=O)c2ccccc2NS(=O)(=O)c2ccc(Br)cc2)CC(C)(C)N1	-0.5	-5	3	-5	-5	10	-29	7	-4	5	-21
CC1SC(=NC(=O)C(C)N2C(=O)c3ccccc3C2=O)NC1=O (stereo not given)	-0.3	-4	10	-8	10	-6	-1	-2	-5	1	-8
O=C(CSC(=O)c1ccccc1)Nc1ccccc1F	-3.3	-13	4	2	17	2	-18	-9	-23	-15	2
OCC[C@@H]1C[C@H](O)[C@@H](O)[C@@]2(OCCCc3cc(C(F)(F)F)ccc32)O1	nt	-4	nt	-6	-6	nt	7	5	2	nt	3
Cc1cccc(N2CCN(C(=O)c3ccc(NC(=O)CC4SC(N5CCCC5)=NC4=O)cc3)CC2)c1C (stereo not given)	0.8	-11	10	-5	1	-11	-1	-6	0	-3	7
CCNC(=O)CSc1nnc(C2CC2)n1-c1ccccc1	0.9	9	2	7	-8	14	10	-12	-4	1	-14
COc1ccc(CCNC(=O)Nc2ccc([N+](=O)[O-])cc2)cc1OC	2.9	-14	10	-1	7	-10	2	15	7	-1	6
COc1ccc(S(=O)(=O)NCC(c2ccco2)N2CCc3ccccc3C2)cc1 (stereo not given)	-0.8	-3	5	4	7	1	-1	-7	-3	0	-2

(continued)
SMILES	MC4R ag barr	NCOA1 inh	MC4R antag cAMP	NOD2-RIPK2 inh	NR2F2 inh	TLR9-MyD88 block	NR5A2 inv ag	NCOA3 inh	ABHD5 PLIN5 PPI	LMP1 NFkB inh	NCOA2 inhibitor
Cc1cc(C)c(CC(=O)c2ccccc2)c(C)c1	2.4	-15	2	0	-14	-3	4	12	-6	-2	-1
CN(CC(=O)NCCc1ccc(F)cc1)CC(=O)Nc1ccc(F)c(F)c1F	-0.1	12	2	-2	-7	11	11	-4	4	0	-5
CCC(=O)Nc1cccc(NC(=S)NC(=O)c2ccccc2)c1	-1.7	-45	2	7	3	-7	-46	-55	-4	-6	-38
O=C(NCCCn1ccnc1)c1cc(S(=O)(=O)N2CCOCC2)c(Cl)cc1Cl	0.1	1	-3	1	0	2	10	18	3	2	21
Cc1nc(-c2ccc(S(=O)(=O)Nc3ccc(Br)cc3Cl)s2)cs1	-0.3	-10	28	0	18	0	-9	13	-1	-6	-7
Cc1csc(NC(=O)c2cccnc2Cl)n1	-1.5	-44	6	-9	-7	-18	-43	-43	-2	-8	-37
Cc1cc(C)c([N+](=O)[O-])cc1-c1ccc(/C=N/c2c(-c3ccco3)nc3ccccn23)o1	0.4	-9	-3	3	-28	-5	8	-3	15	3	-9
COC(=O)[C@]12CCCCC=C1N(Cc1ccc3c(c1)OCO3)C(=O)[C@H](CC(=O)NCc1cccc(C(F)(F)F)c1)C2	nt	nt	nt	-5	2	nt	8	nt	-6	nt	3
Cc1cccc(NC(=O)COc2ccc(-c3nn(C)c(=O)c4ccccc34)cc2)c1	-1.7	-4	7	9	3	-3	-3	5	4	12	1
Cc1ccc(S(=O)(=O)c2nc(-c3ccco3)oc2SC(C)C)cc1	0.0	4	1	3	9	-2	-22	-20	-5	-3	21
CN(C(=O)CSc1ncnc2sccc12)C1CCS(=O)(=O)C1 (stereo not given)	-1.9	9	6	3	5	-1	6	11	-7	-3	6
COC(=O)c1c(N2C(=O)Nc3ccccc3N2O)sc(C)c1C	-0.4	-8	1	1	1	-9	-27	2	6	-6	-26
c1ccc(Nc2nc(-c3ccccc3)nc3ccccc23)cc1	0.7	-5	1	-5	2	5	17	-20	5	14	-8
C=CC[C@H](CC(=O)NCCO)C(=O)NCCOC(=O)[C@@H](CC=C)Cc1ccc(F)cc1	-0.3	-3	1	5	2	8	10	11	-1	1	5
Cn1ccnc1SCC(=O)N1CCN(S(=O)(=O)c2ccccc2)CC1	-1.2	-2	4	7	2	-19	-12	-18	0	1	5
O=[N+]([O-])c1ccccc1S(=O)(=O)N1CCN(c2ccccc2)CC1	0.6	4	4	-1	11	-5	13	-2	-4	-3	12
Cc1ccccc1NC(=O)NCCCN1CCN(C)CC1	-1.5	1	10	-13	2	-3	-18	19	7	5	-21
Cc1cccc(C)c1OCC(=O)Nc1ccc2c(c1)OCCO2	0.1	-91	3	3	-59	-5	-150	-61	-3	-7	-50
O=C1C(=O)N(c2ccc(O)cc2)C(c2ccccc2[N+](=O)[O-])/C1=C(\O)c1ccccc1 (stereo not given)	1.2	-3	12	4	-11	-1	-12	-7	-2	25	3
Cn1c(=O)c2cc(NC(=S)NC3CCCCC3)ccc2n1Cc1ccc(Cl)cc1	-0.6	4	5	9	5	nt	-16	-13	-10	nt	-27
O=C(CN1CCN(S(=O)(=O)c2ccccc2)CC1)NC1CC1	-3.4	-6	3	-6	-11	-5	10	-38	-4	-1	-15
CCN(CC(=O)Nc1c(F)cccc1F)C(=O)C1CCN(C(=O)Nc2ccccc2)CC1	0.5	-8	-1	-15	-13	-8	22	-14	12	13	-29
O=C(O)COc1ccc(-c2nnn(Cc3ccccc3F)n2)cc1	-0.1	-9	7	-4	-3	2	-20	12	0	-4	-1
CCC(=O)Nc1nnc(S(=O)(=O)N2CCc3ccccc32)s1	1.9	6	-10	-2	-8	8	10	-23	3	-9	-5
Cc1ccc(-c2[nH]nc3c2C(C)C(C#N)=C(N)O3)cc1 (stereo not given)	-0.4	-11	7	-1	-21	-277	11	-18	-5	10	-5
O=C(CCNC(=O)c1ccc(Br)cc1)Nc1ccc(S(=O)(=O)N2CCCCC2)cc1	-0.6	-10	-1	2	2	-10	16	-30	-3	-27	12

Some of these compounds in order of length of the SMILES, falling.
SMILES	MC4R ag barr	NCOA1 inh	MC4R antag cAMP	NOD2-RIPK2 inh	NR2F2 inh	TLR9-MyD88 block	NR5A2 inv ag	NCOA3 inh	ABHD5 PLIN5 PPI	LMP1 NFkB inh	NCOA2 inhibitor
COC(=O)[C@]12CCCCC=C1N(Cc1ccc3c(c1)OCO3)C(=O)[C@H](CC(=O)NCc1cccc(C(F)(F)F)c1)C2	nt	nt	nt	-5	2	nt	8	nt	-6	nt	3
Cc1cc(C)c([N+](=O)[O-])cc1-c1ccc(/C=N/c2c(-c3ccco3)nc3ccccn23)o1	0.4	-9	-3	3	-28	-5	8	-3	15	3	-9
C=CC[C@H](CC(=O)NCCO)C(=O)NCCOC(=O)[C@@H](CC=C)Cc1ccc(F)cc1	-0.3	-3	1	5	2	8	10	11	-1	1	5
CCN(CC(=O)Nc1c(F)cccc1F)C(=O)C1CCN(C(=O)Nc2ccccc2)CC1	0.5	-8	-1	-15	-13	-8	22	-14	12	13	-29
O=C(NCCCn1ccnc1)c1cc(S(=O)(=O)N2CCOCC2)c(Cl)cc1Cl	0.1	1	-3	1	0	2	10	18	3	2	21
Cc1nc(-c2ccc(S(=O)(=O)Nc3ccc(Br)cc3Cl)s2)cs1	-0.3	-10	28	0	18	0	-9	13	-1	-6	-7
Cc1ccc(S(=O)(=O)c2nc(-c3ccco3)oc2SC(C)C)cc1	0.0	4	1	3	9	-2	-22	-20	-5	-3	21
O=C(CN1CCN(S(=O)(=O)c2ccccc2)CC1)NC1CC1	-3.4	-6	3	-6	-11	-5	10	-38	-4	-1	-15
O=C(O)COc1ccc(-c2nnn(Cc3ccccc3F)n2)cc1	-0.1	-9	7	-4	-3	2	-20	12	0	-4	-1
c1ccc(Nc2nc(-c3ccccc3)nc3ccccc23)cc1	0.7	-5	1	-5	2	5	17	-20	5	14	-8
Cc1csc(NC(=O)c2cccnc2Cl)n1	-1.5	-44	6	-9	-7	-18	-43	-43	-2	-8	-37
